From PubChem
PfGluPho inh: PfG6PD (Plasmodium falciparum) enzyme inhibition | PfGluPho enzyme, NADPH resazurin-diaphorase fluorescence | AID 504690 | inhibition, % at 20 µM | actives 0.78% (n = 350,000);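 active = inhibition reaching at least a set limit at 20 µM in the primary screen, cut at about 59% in these data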;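 note: 0% = DMSO wells with substrate and 100% = DMSO wells lacking glucose-6-phosphate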
MPTP inh: inhibitors of mitochondrial permeability transition pore | isolated mouse mitochondria, Ca2+ swelling absorbance, 30 min | inhibition, % at 10 µM | actives 1.4% (n = 360,000);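 active = inhibition of 50% or more, scaled per plate between neutral and stimulator controls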;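 note: 0% = DMSO wells given calcium and 100% = 1 mM EGTA wells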
SENP8 block: blocks human SENP8 cleavage of Nedd8 substrate | AID 602440 | recombinant SENP8, Nedd8 substrate fluorescence | inhibition, % at 20 µM | Q96LD8 | actives 0.64% (n = 360,000); in the data active = inhibition mostly above about 40%, no sharp cut-off; inactive = mostly below about 27%
Target sequence (Q96LD8 whole entry, looked up): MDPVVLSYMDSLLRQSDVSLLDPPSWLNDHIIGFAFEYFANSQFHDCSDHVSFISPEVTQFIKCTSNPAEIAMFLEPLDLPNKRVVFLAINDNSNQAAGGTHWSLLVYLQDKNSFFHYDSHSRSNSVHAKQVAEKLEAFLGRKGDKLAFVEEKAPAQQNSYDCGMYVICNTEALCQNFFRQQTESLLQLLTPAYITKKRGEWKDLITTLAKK
ATG4B inh: inhibitors of human ATG4B cysteine protease; inhibition, % at 8.33 µM; AID 504462; ATG4B cleavage of LC3-PLA2, NBD-HPC fluorescence, 1 h; actives 0.51% (n = 340,000); Q9Y4P1; in the data active = inhibition above about 40%
Target sequence (Q9Y4P1 whole entry, looked up): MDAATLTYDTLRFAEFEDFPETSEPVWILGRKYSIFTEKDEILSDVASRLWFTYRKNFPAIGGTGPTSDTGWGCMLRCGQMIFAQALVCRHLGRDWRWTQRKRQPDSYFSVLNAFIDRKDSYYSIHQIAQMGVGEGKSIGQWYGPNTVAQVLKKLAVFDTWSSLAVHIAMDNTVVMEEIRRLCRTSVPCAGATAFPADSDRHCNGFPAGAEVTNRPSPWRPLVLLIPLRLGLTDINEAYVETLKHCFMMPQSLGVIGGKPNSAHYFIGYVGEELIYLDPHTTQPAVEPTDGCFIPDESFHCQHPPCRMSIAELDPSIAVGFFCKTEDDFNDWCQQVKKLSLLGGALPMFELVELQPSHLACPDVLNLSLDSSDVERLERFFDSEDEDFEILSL
SENP7 block: SENP7 protease inhibition | Q9BQF6 | recombinant SENP7, Z-RLRGG-aminoluciferin luminescence, 40 min | inhibition, % at 5 µM | actives 1.5% (n = 330,000) | AID 434973;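 active = inhibition above about 50% at the single test dose, limit read from the data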;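 note: plate controls were DMSO with enzyme for no effect and no enzyme buffer wells for full effect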
Target sequence (Q9BQF6 706-1050 limits assumed): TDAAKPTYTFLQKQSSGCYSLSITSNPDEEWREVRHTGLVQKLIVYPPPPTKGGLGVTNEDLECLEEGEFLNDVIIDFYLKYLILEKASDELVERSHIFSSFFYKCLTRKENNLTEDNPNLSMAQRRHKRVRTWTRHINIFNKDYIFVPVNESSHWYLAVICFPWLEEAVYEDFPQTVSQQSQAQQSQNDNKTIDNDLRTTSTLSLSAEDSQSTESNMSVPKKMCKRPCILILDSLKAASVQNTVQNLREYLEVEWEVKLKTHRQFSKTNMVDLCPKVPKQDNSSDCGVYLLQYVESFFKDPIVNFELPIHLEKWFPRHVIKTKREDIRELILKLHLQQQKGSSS
GRIN3A LBD mod: NR3A (human) ligand-binding domain modulation; NR3A LBD differential scanning fluorimetry, Tm shift; 0% = protein alone, 100% = glycine-bound protein; Tm shift relative to glycine control, % at 25 µM; actives 2.5% (n = 340,000);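 active = melting temperature shift of at least 10% of the positive control shift, at one fixed dose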
SENP6 block: inhibitors of human SENP6 protease; Q9GZR1; AID 2599; actives 1.8% (n = 330,000); inhibition, % at 10 µM; Recombinant SENP6 catalytic domain, aminoluciferin luminescence;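 active = inhibition above about 50% at the single tested dose, limit read from the data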;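 note: plate controls were DMSO wells with enzyme for no effect and DMSO wells lacking enzyme for full effect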
HKDC1 inhibitor: blocks human hexokinase HKDC1 activity; recombinant HKDC1, G6PDH/diaphorase resazurin coupled fluorescence; inhibition, % at 20 µM; actives 0.16% (n = 340,000); AID 493160;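 active = inhibition above about 35% when tested at 20 µM, limit read from the data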;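 note: plate controls were DMSO wells with enzyme for no effect and DMSO wells lacking enzyme for full effect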
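Material: recombinant HKDC1 hexokinase; Amount: HKDC1 at 5 µg/mL; Medium: Tris pH 8.0 buffer with MgCl2, Tween-20, BSA, BME; Schedule: 90 min reaction incubation at room temperature, dark; Technique: coupled resazurin fluorescence, excitation 525 nm, emission 613 nm.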
Starred values were filed as active, the others as inactive; i = inactive; x = not tested or not shown.

SMILES	PfGluPho inh	MPTP inh	SENP8 block	ATG4B inh	SENP7 block	GRIN3A LBD mod	SENP6 block	HKDC1 inhibitor
Cc1ccc(S(=O)(=O)N2CCC(=O)N(C(COCc3ccc(C(F)(F)F)cc3)C(C)C)CC2)cc1 (stereo unspecified)	8	-1.3	19	-4	1	1	-15	8
COC(=O)c1c(C)c(C)nc(N)c1C#N	4	-3.4	i	-5	-1	1	4	4
Cc1cccc(N(C(=O)c2csnn2)C(C(=O)NC(C)(C)C)c2cccnc2)c1 (stereo unspecified)	6	-0.3	3	-6	1	0	4	5
Cc1ccc(C2SCC(=O)N2Cc2ccccc2)cc1 (stereo unspecified)	-7	0.1	19	0	-3	1	-11	-2
O=C(CCc1ccccc1)Nc1ccc(S(=O)(=O)Nc2nccs2)cc1	-21	-0.9	1	4	6	-7	-8	-3
CC(C)C[C@H]1CNC(=S)N1CC1CCCN1C[C@H](CC(C)C)N1C[C@H](CC(C)C)N(CC2CCCCCC2)C1=S (stereo partly specified)	-7	0.5	2	6	x	0	x	-1
O=C(O)c1cc([N+](=O)[O-])c(N2CCCC2)c([N+](=O)[O-])c1	16	0.4	21	21	-4	2	-2	-5
Cc1nnc(N)s1	-7	-0.4	15	-8	1	-2	-14	-3
COc1cc(/C=N/Nc2nc(C)cc(=O)[nH]2)cc(OC)c1O	32	-0.7	-41	-5	-3	2	-14	8
Cn1c(SCC(=O)c2ccc3c(c2)Cc2ccccc2-3)nnc1-c1cccc(N)c1	19	2.0	0	-21	-4	1	1	-4
N/C(Cc1ccc(Cl)cc1Cl)=N\OC(=O)Cc1ccccc1	2	-1.2	-4	-6	2	-1	-11	5
O=C(CN1CCOCC1)Nc1ncc(Cc2ccccc2Cl)s1	34	0.6	5	-13	4	-2	-5	-8
COc1ccc([C@H]2CC(=O)C=C(c3ccc(C(F)(F)F)c(C(F)(F)F)c3)C2)cc1OC	14	1.5	-24	7	4	-1	5	2
Cc1ccc(S(=O)(=O)N2CCCCC2)cc1NC(=O)CNC(C)c1ccc(Cl)c(Cl)c1 (stereo unspecified)	0	-1.4	7	-8	3	-10	18	5
CCC(NC(=O)Nc1cc(OC)c(OC)c(OC)c1)(C(F)(F)F)C(F)(F)F	27	21	0	-14	1	-4	7	8
Cc1ccc(C(=O)Nc2ccc3nc(C)sc3c2)s1	-3	-2.2	20	-7	0	5	0	-2
CCCCN(CC)Cc1ccc(CNC(=O)Nc2ccc(F)cc2)o1	-9	-1.8	4	15	-2	0	11	10
COc1ccc2oc(C(=O)OCC(=O)NCc3ccco3)c(C)c2c1	2	-1.4	-330	-8	2	1	-18	-4
COc1ccc(NC(=S)NC(=O)c2cccnc2)cc1	-12	0.0	16	5	4	0	-2	-7
Cc1cccc(N2CCN(C(=O)c3ccc(Cl)c(NC4=NC5CS(=O)(=O)CC5S4)c3)CC2C)c1 (stereo unspecified)	6	-1.6	20	-12	5	-1	9	4
Cc1cc(C(=O)CSc2cccc[n+]2[O-])c(C)n1-c1ccccc1	-13	-0.3	14	-1	4	-4	-20	2
CCOc1ccc(-n2c(SCC(=O)Nc3ccc(OC)cc3)nc3sc4c(c3c2=O)CCN(C)C4)cc1	0	1.0	-37	-9	3	-3	-13	5
O=S(=O)(Cc1ccccc1)N1CCn2c(nc3ccccc32)C1	-4	-0.7	15	-4	-3	0	7	-1
COc1ccc(/C(C)=N\NS(=O)(=O)c2ccccc2)cc1OC	-10	-0.7	10	-8	6	3	-12	-6
CCCCCCCCCCCCCCCC(=O)NCCO	1	-1.0	4	1	5	3	-2	-5

(next part)
SMILES	PfGluPho inh	MPTP inh	SENP8 block	ATG4B inh	SENP7 block	GRIN3A LBD mod	SENP6 block	HKDC1 inhibitor
CCOc1ccc(N2C(=O)CSC2c2ccncc2)cc1 (stereo unspecified)	-10	-0.4	-5	-5	-7	1	-2	-4
Cc1oc(-c2cccc(Cl)c2)nc1CN1CCC(C(=O)NCc2cccnc2)CC1	2	1.7	8	6	-7	2	-11	2
O=C1c2ccccc2C(=O)N1c1cccc2ccccc12	-8	2.0	6	-1	-1	-1	1	1
O=C(COC(=O)Cc1n[nH]c(=O)c2ccccc12)Nc1ccc(Cl)cc1F	-8	1.5	26	-5	5	-1	12	-2
Cc1ccc(C(=O)NNC(=O)C2CC2)cc1Br	-5	-0.5	1	5	1	4	-8	-3
Nc1nnc(SCC(=O)OCc2ccc(Cl)c(Cl)c2)s1	5	-0.5	29	-4	1	1	-7	-11
Cc1nc2oc3c(=O)[nH]cnc3c2c2c1COC(C)(C)C2	14	0.9	-52	-4	0	-1	8	9
CC(=O)c1cnn(-c2nc3c(C)cccc3s2)c1C	-10	0.4	-15	-9	8	1	5	4
COc1cccc(C(=O)Nc2cccc(C(=O)NC3=NN(c4c(Cl)cc(Cl)cc4Cl)C(=O)C3)c2)c1	-8	0.0	17	5	-4	-5	-1	6
COc1cc(NC(=O)c2ccccc2Cl)c2ncccc2c1	8	0.7	-6	14	1	-3	0	1
CN(C(=O)C12CC3CC(CC(C3)C1)C2)C1(C)CCS(=O)(=O)C1 (stereo unspecified)	-28	-0.9	24	-18	-1	3	-17	-6
CCOC(=O)C(NC(=O)c1ccccc1Cl)(Nc1ccc(C(F)(F)F)cc1)C(F)(F)F (stereo unspecified)	13	11	13	-1	0	-2	2	-5
COCCCn1c(SCC(=O)Nc2ccc(C(=O)OC)cc2)nc2ccccc2c1=O	1	4.3	15	-13	5	-13	0	-3
Cc1ccc(SCCC(=O)NCc2ccccn2)cc1	1	-0.3	15	-9	3	1	10	-7
CC(C)C(NS(=O)(=O)c1cccs1)C(=O)N1CCC(C(N)=O)CC1 (stereo unspecified)	-19	-0.5	-8	-16	3	1	-7	-3
Cc1nc2ccc(NC(=O)c3ccc([N+](=O)[O-])cc3[N+](=O)[O-])cc2s1	16	1.8	37	-4	10	0	37	1
Cc1ccc2c(c1)/C(=N/O)CCS2	27	0.5	5	-2	5	4	-8	8
Cn1c(C(=O)O)cc2c(=O)n3ccccc3nc21	-10	-1.7	-423	0	1	-1	5	0
O=C(COc1ccc(Br)cc1Cl)NNC(=O)c1ccccc1	-5	-0.2	0	1	-9	0	-17	-4
CN(C)S(=O)(=O)c1ccc(/C(O)=C2/C(=O)C(=O)N(Cc3cccnc3)C2c2ccncc2)cc1 (stereo unspecified)	-28	-1.0	5	0	-1	1	0	0
COc1ccc(S(=O)(=O)NCc2ccc(C(=O)N(C)Cc3ccco3)cc2)cc1	1	-1.7	14	-15	9	0	-9	-8
CCOC(=O)CN(C(=O)CSc1nnc(CNc2ccc(C)cc2C)n1CC)c1ccccc1	-8	1.5	10	0	10	-3	10	-4
Nc1nnn(CC(=O)N/N=C/c2cn[nH]c2-c2ccccc2)n1	2	0.2	18	-7	-2	-1	-2	7
COc1ccc2ccn(C)c2c1	-4	-1.7	-4	6	0	-1	10	0
O=C(CN1CCOCC1)N1CCCc2ccccc21	-8	-0.7	7	5	8	1	9	-4

Other entries follow:
SMILES	PfGluPho inh	MPTP inh	SENP8 block	ATG4B inh	SENP7 block	GRIN3A LBD mod	SENP6 block	HKDC1 inhibitor
Cc1ccccc1NC(=O)CSC(=O)c1ccccc1	44	-1.7	5	-8	-4	2	-7	-5
O=C(CSc1nnc(CNC(=O)c2ccccc2)o1)Nc1ccc2c(c1)OCCO2	-2	-1.1	-4	4	-2	0	-3	-8
COc1cccc(-c2nnc(NC(=O)c3cccs3)s2)c1	-11	0.1	-406	2	8	-4	32	-8
CC(NC(=O)COC(=O)CNC(=O)C1CCCCC1)c1ccccc1 (stereo unspecified)	-10	-0.7	1	1	2	-3	-4	-3
FC(F)(F)c1cccc(Cc2noc(CN(Cc3ccccn3)CC3CCCO3)n2)c1 (stereo unspecified)	1	3.8	4	8	-6	-1	5	-4
Cc1cccn2cc(CCNS(=O)(=O)c3cccs3)nc12	10	-1.0	17	-6	-8	1	-4	-4
Cc1nc2ncnn2c(N2CCCC(C(=O)Nc3ccccc3Br)C2)c1C (stereo unspecified)	-4	0.8	-2	-1	-7	-1	-14	2
COc1ccc(S(=O)(=O)N2CCOCC2)cc1NC(=O)CSc1nnc(C2CC2)n1C	-3	-0.5	4	7	-5	-2	-2	-3
C=CCc1ccccc1OCC(=O)O	-7	0.8	18	-6	7	0	-12	-7
O=C(CCNS(=O)(=O)c1ccccc1)Nc1ccccc1	8	-0.8	10	-2	-3	1	3	1
Cc1ccccc1NC(=O)COc1cccc2c1CCNC2=O	-2	-0.3	6	-2	-7	0	-9	-6
CCOC(=O)COn1c(=O)c[n+]([O-])c2ccccc21	11	7.8	-50	3	-10	0	-13	2
Cc1nc(NC(=O)c2c(-c3ccccc3)noc2C)sc1C(=O)N(C)C	-3	0.2	-10	0	-2	-1	15	1
CCOc1ccc(CNC(=O)CCCN2C(=O)C(c3ccccc3)Oc3cccnc32)cc1 (stereo unspecified)	17	1.4	0	9	6	3	-1	-7
CCSc1nc(-c2ccccc2)nc2c1CCCC2	-5	4.2	5	-1	2	-1	14	-7
COn1c(-c2ccccc2)nc2c1CCc1c-2no[n+]1[O-]	-8	0.3	34	1	3	13*	-6	-8

Among those listed so far, ten have an aryl thioether with sulfur outside any ring:
SMILES	PfGluPho inh	MPTP inh	SENP8 block	ATG4B inh	SENP7 block	GRIN3A LBD mod	SENP6 block	HKDC1 inhibitor
Cn1c(SCC(=O)c2ccc3c(c2)Cc2ccccc2-3)nnc1-c1cccc(N)c1	19	2.0	0	-21	-4	1	1	-4
Cc1cc(C(=O)CSc2cccc[n+]2[O-])c(C)n1-c1ccccc1	-13	-0.3	14	-1	4	-4	-20	2
CCOc1ccc(-n2c(SCC(=O)Nc3ccc(OC)cc3)nc3sc4c(c3c2=O)CCN(C)C4)cc1	0	1.0	-37	-9	3	-3	-13	5
Nc1nnc(SCC(=O)OCc2ccc(Cl)c(Cl)c2)s1	5	-0.5	29	-4	1	1	-7	-11
COCCCn1c(SCC(=O)Nc2ccc(C(=O)OC)cc2)nc2ccccc2c1=O	1	4.3	15	-13	5	-13	0	-3
Cc1ccc(SCCC(=O)NCc2ccccn2)cc1	1	-0.3	15	-9	3	1	10	-7
CCOC(=O)CN(C(=O)CSc1nnc(CNc2ccc(C)cc2C)n1CC)c1ccccc1	-8	1.5	10	0	10	-3	10	-4
O=C(CSc1nnc(CNC(=O)c2ccccc2)o1)Nc1ccc2c(c1)OCCO2	-2	-1.1	-4	4	-2	0	-3	-8
COc1ccc(S(=O)(=O)N2CCOCC2)cc1NC(=O)CSc1nnc(C2CC2)n1C	-3	-0.5	4	7	-5	-2	-2	-3
CCSc1nc(-c2ccccc2)nc2c1CCCC2	-5	4.2	5	-1	2	-1	14	-7
